Compound activity from PubChem BioAssay.
Pin1 inh – human Pin1 inhibition. Q13526. Pin1 FP peptide displacement, HiFluor488, 10 min. Potency, µM (highest dose often 115 µM), for inactives: at the highest dose activity, negative = inhibition, most hits filed as inhibitors. 0.009% of 390,000 active; active means well fitted inhibition curve with a large enough effect in the polarisation, with a control signal flat, not every such curve was filed as active; inconclusive means small, poorly fitted or top-dose-only effect, or effect the other way, or a change in a side signal; inactive means no such curve, though single readings can be large or run the other way; the % refers to the polarisation; further: potency means the concentration at half of the fitted maximal effect; on the % scale 0 is the no-effect control and ±100 the full control effect
PI4K2A inh – blocks human PI4K2A kinase activity; Q9BTU6; 0.13% of 420,000 active; purified PI4K2A, ADP-Glo luminescence, 1 h; hits give low values; activity change, negative = inhibition, % at 76.9 µM; in the data active means activity change below about -50%; inconclusive means mostly about -30% to -49%;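 further: -100% = wells without enzyme as full effect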
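PI4K2A activity was measured by ADP-Glo luminescence: enzyme (4 ug/mL stock) and phosphatidylinositol (1.2 mM stock) in Tris pH 7.5/MgCl2/EGTA/Triton X-100 buffer were reacted with ATP (300 microM stock) for one hour at ambient temperature.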
JMJD2A Tudor – JMJD2A Tudor domain (human) inhibition; O75164; AlphaScreen JMJD2A-Tudor / H3K4me3 peptide binding; Potency, µM (titrated, usually from 114 µM), inactives show at the top dose activity change, negative = inhibition, most hits filed as inhibitors; 4.4% of 390,000 active; further: potency means the concentration at half of the fitted maximal effect; on the % scale 0 is the no-effect control and ±100 the full control effect; nearly all actives have a fitted effect of over 50% in size
Target sequence (O75164 whole entry, looked up, the tested form may be a part): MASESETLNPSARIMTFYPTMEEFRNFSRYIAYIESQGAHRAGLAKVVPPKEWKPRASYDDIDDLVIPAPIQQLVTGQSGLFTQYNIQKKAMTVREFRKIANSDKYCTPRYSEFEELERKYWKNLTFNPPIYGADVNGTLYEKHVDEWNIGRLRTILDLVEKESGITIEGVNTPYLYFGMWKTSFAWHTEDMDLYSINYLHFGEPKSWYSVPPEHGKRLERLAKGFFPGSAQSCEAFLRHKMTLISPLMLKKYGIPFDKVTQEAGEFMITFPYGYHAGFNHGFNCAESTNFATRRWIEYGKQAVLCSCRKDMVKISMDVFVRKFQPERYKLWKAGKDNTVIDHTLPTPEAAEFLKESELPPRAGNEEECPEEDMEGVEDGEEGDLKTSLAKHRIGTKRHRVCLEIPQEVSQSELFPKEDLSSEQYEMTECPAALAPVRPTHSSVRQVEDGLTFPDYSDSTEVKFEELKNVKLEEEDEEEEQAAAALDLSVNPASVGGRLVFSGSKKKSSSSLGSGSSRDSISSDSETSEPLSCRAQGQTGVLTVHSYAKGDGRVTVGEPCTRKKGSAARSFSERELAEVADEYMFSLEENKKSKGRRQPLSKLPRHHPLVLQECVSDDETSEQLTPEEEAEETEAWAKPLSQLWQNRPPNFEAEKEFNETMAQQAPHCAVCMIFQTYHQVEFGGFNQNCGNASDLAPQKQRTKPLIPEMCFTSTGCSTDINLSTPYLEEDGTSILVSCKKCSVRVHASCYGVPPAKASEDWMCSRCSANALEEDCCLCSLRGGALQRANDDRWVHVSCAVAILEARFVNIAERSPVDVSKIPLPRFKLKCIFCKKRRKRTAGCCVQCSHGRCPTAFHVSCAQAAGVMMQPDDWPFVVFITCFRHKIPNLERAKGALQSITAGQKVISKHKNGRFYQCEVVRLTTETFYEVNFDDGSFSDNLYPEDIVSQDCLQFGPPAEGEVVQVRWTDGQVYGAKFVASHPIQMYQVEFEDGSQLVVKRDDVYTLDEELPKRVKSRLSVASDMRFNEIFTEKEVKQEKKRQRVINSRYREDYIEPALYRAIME
PGK inhibitor – T. brucei PGK inhibition; 0.043% of 380,000 active; Potency, µM (doses to about 57.5 µM), for inactives: at the top dose activity change, negative = inhibition, hits mostly inhibitors; PGK/GAPDH coupled, Kinase-Glo luminescence, 60 min; P07378; AID 602233; further: potency means the concentration at half of the fitted maximal effect; on the % scale 0 is the no-effect control and ±100 the full control effect; nearly all actives have a fitted effect of over 60% in size
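Luminescent ATP detection (Kinase-Glo Plus) follows a 60-minute room-temperature incubation, with wells lacking PGK as controls. Buffer: 100 mM TEA (pH 7.6), 5 mM MgCl2, 0.01% Tween-20. Coupling enzyme GAPDH (100 nM final) supplies unstable 1,3-BPG in-well.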
G9a inh – G9a (human) methyltransferase inhibition; Q96KQ7; G9a H3K9 monomethylation, AlphaScreen, 2 h; Potency, µM (doses to about 102 µM), for the others: at the top dose activity, negative = inhibition, usual class: inhibitors; 8.8% of 350,000 active; AID 504332; further: potency means the concentration at half of the fitted maximal effect; on the % scale 0 is the no-effect control and ±100 the full control effect; nearly all actives have a fitted effect of over 75% in size
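Compounds were preincubated with 20 nM G9a for 15 min, after which biotinylated H3K9 peptide (500 nM) and SAM (20 uM) started a 2 h room-temperature reaction. Monomethylated product was quantified by antibody-based AlphaScreen chemiluminescence.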
GLS inhibitor – inhibitors of human glutaminase (GLS); GLS enzymatic activity, qHTS titration; AID 624170; O94925; 0.21% of 410,000 active; Potency, µM (series often up to 45.5 µM), for inactives: at the highest dose activity change, negative = inhibition, most hits filed as inhibitors; further: potency means the concentration at half of the fitted maximal effect; on the % scale 0 is the no-effect control and ±100 the full control effect
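hKGA in 45 mM KH2PO4 pH 8.2, 0.02% Tween-20 with pin-transferred compounds; 1 mM L-glutamine (stock) plus glutamate oxidase/HRP/Amplex Red coupling added. Fluorescence read initially and after 30 min at RT.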
BAZ2B inh – blocks human BAZ2B | AlphaScreen BAZ2B-H3K14Ac peptide displacement | Potency, µM (highest dose often 114 µM), without a hit: at the top dose activity change, negative = inhibition, actives largely listed as inhibitors | 4.4% of 360,000 active; further: potency means the concentration at half of the fitted maximal effect; on the % scale 0 is the no-effect control and ±100 the full control effect; nearly all actives have a fitted effect of over 60% in size
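Compounds, titrated to a top concentration of 110 uM, were incubated 30 min at room temperature with preformed BAZ2B/acetyl-K14 H3 peptide complex (50 nM each). Proximity signal was measured by AlphaScreen after 20 min with beads.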
ERG-DNA inh – blocks human ERG Ets domain binding to DNA | P11308 | fluorescence polarization, His-ERG Ets domain / labelled DNA | Potency, µM (series often up to 76.9 µM), inactives show at the highest dose FP activity, negative = inhibition, hits mostly inhibitors | 0.028% of 370,000 active | AID 624246; active means well fitted inhibition curve with a large enough effect in the polarisation, with a control signal flat; inconclusive means small, poorly fitted or top-dose-only effect, or effect the other way, or a change in a side signal; inactive means no such curve, though single readings can be large or run the other way; the % refers to the polarisation;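 further: polarization taken with two DNA probes labelled with fluorescein and Texas red; potency means the concentration at half of the fitted maximal effect; % of control where 0% means no effect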
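His-tagged ERG Ets domain (1 uM in the protein solution; 300mM KCl, 50mM Tris-HCl, 1mM EDTA, 1mM DTT, pH 7.5) received compound, then a probe mix of 5 nM fluorescein-DNA and 100nM Texas-615-DNA. Fluorescence polarization was read for both dyes.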
HP1b chromo inh – blocks HP1-beta chromodomain binding to methylated histone tails. P83916. AlphaScreen HP1-beta / biotin-H3K9me3 peptide binding. Potency, µM (highest dose often 114 µM), without a hit: at the top dose activity change, negative = inhibition, actives largely listed as inhibitors. 0.56% of 390,000 active. AID 540317; further: potency means the concentration at half of the fitted maximal effect; nearly all actives have a fitted effect of over 70% in size; inactives centre near 23
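AlphaScreen: HP1-beta (50 nM) preformed 30 min with biotin-H3(1-18)K9me3 peptide (50 nM) in PBS pH 7.4, 0.01% Tween-20. Compound added for 30 min at RT, then streptavidin donor/nickel chelate acceptor beads (10 ug/mL) for 30 min.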
Active calls of the source: *; i = inactive; ? = inconclusive; nt = no result given; [ ] = another dose, or the depositor's remark. Unless noted, the call rests on the fitted dose curve; in most records, active means well fitted curve in the direction sought with a large enough effect; inconclusive means small, poorly fitted or top-dose-only effect, or another doubt; inactive means no such curve, though single readings can be large; an effect the other way counts as inactive or inconclusive. Outcome played no part in choosing rows; 11% or so of the library scored in one or more.

GLS inhibitor | G9a inh | ERG-DNA inh | PI4K2A inh | JMJD2A Tudor | Pin1 inh | BAZ2B inh | Molecule | HP1b chromo inh | PGK inhibitor
-24% | 24%[59 µM] | -1% | 1 | 1% | 7% | 4% | O=S(=O)(c1ccc(F)cc1)n1ccc2cccnc21 | 15% | i
-3% | -2%[0.501 µM] | -9% | 5 | -12% | 0% | 7% | COc1ccc(NC(=O)CCN2CCOCC2)c(OC)c1 | 30% | -9%
0% | 3%[59 µM] | 5% | -1 | -15% | 3% | nt | CCOc1ccc(N(CC(=O)Nc2ccccc2CC)S(=O)(=O)c2c(C)noc2C)cc1 | 0% | -11%
1% | 16% | 8% | 1 | 8% | 0% | 27% | COc1cccc(C2N(Cc3ccccc3)C(=O)C2(F)F)c1OC (centres undefined) | 7% | -4%
-4% | ? | 10% | -9 | -15% | -7% | -23% | CNC(=O)c1c(NC(=O)C2=COCCO2)sc2c1CCCC2 | -6% | -1%
3% | -5%[59 µM] | -6% | 0 | -6% | -5% | 5% | CCOC(=O)c1ccc(NC(=O)CC2C(=O)N(c3ccccc3)C(=O)N2CCCOC)cc1 (centres undefined) | 27% | i
-7% | nt | 3% | -7 | -6% | ? | 4% | Cc1ccc2c(c1)CCCN2C(=O)CCc1nc2ccccc2c(=O)[nH]1 | 31% | -10%
9% | 62%[activator][59 µM] | -3% | -14 | -13% | 0% | -3% | Cc1ccc(Cn2c(NS(=O)(=O)c3ccccc3)nc3ccccc32)cc1 | 8% | -5%
-5% | 22% | -3% | 6 | -22% | 4% | 4% | COC(=O)c1cccc(N/C=C(\[N+](=O)[O-])S(=O)(=O)c2ccccc2)c1 | 18% | i
3% | -5%[59 µM] | -1% | -20 | 3% | 8% | 2% | COc1ccccc1NC(=O)CSCc1cc(=O)c2cccc(Cl)c2[nH]1 | 27%[57 µM] | 0%
4% | -11% | 6% | 0 | -15% | 6% | 2% | O=S(=O)(c1cccc(NC(=S)N2CCN(c3ccccc3F)CC2)c1)C(F)F | 33% | i
-13% | -3%[59 µM] | -4% | -9 | 0% | ? | -5% | CCOC(=O)c1c(C)n(-c2ccccc2)c2ccc(OC(=O)c3ccccc3)cc12 | 34% | -26%
7% | -17% | 1% | -2 | 0% | -1% | -14% | O=C(NCCCN1CCCC1)c1ccc(CS(=O)(=O)c2ccc(Cl)cc2)o1 | 41%[activator] | -8%
17% | 25µM* | -3% | -4 | 11µM* | 3% | 11% | Cc1cccc2sc(NNC(=O)c3ccc(S(=O)(=O)N4CCCC(C)C4)cc3)nc12 (centres undefined) | -24% | 1%
3% | ? | 2% | 3 | -24% | 1% | -30% | CC(C)n1c(O)c(N=Nc2ccccn2)c2ccccc21 | 1% | -8%
0% | -2%[59 µM] | -9% | -2 | -12% | -1% | 0% | Cc1cc(C)cc(-n2ccn3c(CC(C)(C)CC(=O)O)nnc3c2=O)c1 | 24% | 5%
3% | 8%[59 µM] | 20% | -1 | -10% | 5% | nt | O=C(CCn1nnc2ccccc21)Nc1nnc(-c2ccccc2F)s1 | 16% | -9%
1% | 23%[59 µM] | -4% | 2 | -15% | 64%[activator] | 6% | COc1cccc(CNC(=O)c2nnn(CC(=O)Nc3ccc(C)c(C)c3)c2N)c1 | 28% | 2%
-4% | 0%[59 µM] | -2% | 5 | 79µM* | -8% | -34% | COC(=O)Cc1n[nH]c(=S)[nH]c1=O | 0% | -7%
8% | 19%[59 µM] | -2% | 8 | -6% | 6% | -2% | COc1nc(NC23CC4CC(CC(C4)C2)C3)nc(OC)n1 | 16% | -1%
3% | -7%[12.7 µM] | 3% | 2 | -6% | -12% | 6% | Cn1c(SCC(=O)NCC2CCCO2)nnc1-c1ccc(Cl)cc1 (centres undefined) | 30% | -3%
-1% | 89%[activator] | -7% | -3 | 12% | -5% | 5% | O=C(Cc1ccccc1F)OCN1C(=O)c2ccccc2C1=O | 48%[activator] | 6%
4% | 7%[59 µM] | 2% | -4 | -12% | 2% | -3% | COc1cccc(-n2c(SCC(N)=O)nc3c(oc4ccccc43)c2=O)c1 | 24% | 2%
3% | -4% | 5% | -1 | -14% | 3% | 10% | Cc1cccc(NC(=O)c2ccc(Cl)c(S(=O)(=O)N3CCCCC3)c2)n1 | 31% | -6%
-9% | -34%[59 µM] | -3% | 3 | -29% | 53%[activator] | -27% | Cc1ccc(CCNC(=O)c2ccc3c(c2)c(C)c(C)n3Cc2ccccc2)cc1 | 50%[activator] | 9%
-12% | 30% | 5% | -3 | -20% | -2% | -19% | Cc1ccc(NC(=O)C2CCN(c3ncnc4c3nc3n4CCCCC3)CC2)nc1 | 6% | -13%
3% | 5%[59 µM] | 0% | -2 | 18% | 0% | 7% | O=C(COCc1cc(-c2ccc(F)cc2)on1)Nc1cc(F)ccc1F | 69%[activator] | -3%
0% | 10%[2.33 µM] | 4% | 47 | -19% | 4% | -10% | O=C(/C=C/c1ccccc1)Nc1ncn[nH]1 | 30% | i
3% | 8.9µM* | 0% | -3 | -3%[11.4 µM] | 0% | ? | Cc1ccc2[nH]c(=O)c(Cc3ccccc3)c(O)c2c1 | 44%[activator] | 5%
? | 23%[59 µM] | 12% | 4 | 40µM* | -5% | 3% | N#C/C(=C\c1cccs1)C(=O)NCc1ccccc1 | 11% | 9%
-9% | 1.6µM* | -6% | 9 | -19% | 6% | -10% | Cc1ccc(C(=O)/C=C\C(=O)c2ccc(C)cc2)cc1 | -5% | 3%
1% | -9%[59 µM] | nt | 0 | -10% | 8% | -25% | O=C(COC(=O)c1cccnc1Nc1ccccc1F)NCCN1C(=O)CSC1=O | 14% | nt
-11% | 10%[59 µM] | 0% | 8 | 0% | -3% | 0% | COc1ccc(CCNC(=O)C2(c3cccs3)CCOCC2)cc1OC | 34% | i
12% | 11µM* | 7% | -2 | 20µM* | 1% | 18µM* | Cc1ccc(OCc2ccc(-c3nc(C#N)c(NCc4cccnc4)o3)o2)cc1 | ? | i
7% | -11% | 5% | -21 | -19% | 6% | 7% | O=C(NCc1ccccn1)C1CCCN(Cc2cnn(-c3ccccc3)c2-n2cccc2)C1 (centres undefined) | 33% | 4%
5% | 5% | -5% | -3 | -5% | -3% | -6% | O=C(COc1ccccc1)NC1CCCCCCC1 | 54%[activator] | 8%
nt | -50%[59 µM] | -6% | 4 | -22% | 4% | -31% | COc1cccc(/C=N/n2c(=S)n(C)c3ccccc32)c1OC | 15% | -7%
-2% | 3%[59 µM] | -3% | 1 | -9% | 5% | -3% | Cn1c(=O)c2ncn(CC(=O)Nc3cccc(-c4nc5ccccc5s4)c3)c2n(C)c1=O | 10% | nt
1% | -4%[59 µM] | nt | 8 | 3% | -6% | -2% | Cc1ccc(S(=O)(=O)CC2CSc3nc4ccccc4n32)cc1 (centres undefined) | 31% | -3%
30% | 15%[59 µM] | 6% | 4 | -17% | -9% | ? | Cc1cccc(N/C(=N\S(=O)(=O)c2ccccc2)C(F)(F)F)c1 | 17% | -5%
-6% | nt | -7% | 9 | 7% | -4% | nt | CSc1ncccc1C(=O)Nc1cccc(S(=O)(=O)N2CCOCC2)c1 | 37% | -4%
-7% | ? | 5% | 3 | -11% | -3% | ? | Cc1ccc(NC(=O)CN(C)CC(=O)Nc2ccc(N3CCOCC3)cc2)c(C)c1 | 25% | 6%
5% | 13% | 3% | 0 | -13% | -1% | 2%[57.1 µM] | Cn1c(CNC(=O)CCNC(=O)c2ccc(F)c(F)c2)cc(=O)n(C)c1=O | 21% | -2%
5% | 25% | -7% | 2 | -26% | -10% | 3% | CCOC(=O)c1ccccc1NC(=O)/C=C/c1cc(OC)c(OC)c(OC)c1 | 43%[activator] | -7%
16µM* | ? | 10% | 3 | 40µM* | 0% | 14µM* | O=[N+]([O-])c1cc(Cl)ccc1N1CCN(c2ccccc2O)CC1 | ? | i
-16% | nt | -3% | 2 | -3% | -1% | 5% | Cc1cc(Cl)ccc1OCC(=O)NCCOc1nc(N2CCOCC2)nc(N2CCOCC2)n1 | 25% | i
1% | -8%[12.7 µM] | 3%[15.4 µM] | 0 | -2% | 0% | 10% | CC(OC(=O)C1CCN(c2ccc(C(F)(F)F)cn2)CC1)C(=O)NC1CCCCC1C (centres undefined) | 21% | -3%
-7% | 5%[59 µM] | -5% | -1 | -11% | 1% | -4% | Nc1nc2c(ncn2C2C[C@H](O)[C@@H](CO)O2)c(=O)[nH]1 (some centres undefined) | 12% | -3%
19% | -7%[59 µM] | -8% | 1 | -13%[11.4 µM] | -5% | 5% | O=C(Cn1c(=O)oc2ccccc21)N(Cc1ccccc1)C1CCS(=O)(=O)C1 (centres undefined) | -17% | -2%
-9% | 2%[59 µM] | 3% | -7 | -14% | -9% | -3% | Cc1ccc(N2CCN(S(=O)(=O)c3ccc4oc(=O)c5ncn(C)c5c4c3)CC2)c(C)c1 | 12% | -5%
20% | nt | 8% | 5 | -23% | -1% | -5% | CCCc1ccc(S(=O)(=O)N2CCN(Cc3ccco3)CC2)cc1 | 10% | 4%
2% | ? | -2% | -3 | -1% | 67%[activator] | -1% | Cc1ccc(S(=O)(=O)c2nc(-c3ccco3)oc2SCC(C)C)cc1 | 41%[activator] | -7%
